Assay outcomes as filed in PubChem.
MT stabilizer: microtubule stabilization, imaging screen | HeLa tubulin immunostaining HCS, 24 h; share of cells brighter than vehicle mean+2SD | % tubulin-high responders, % at 10 µM | actives 0.83% (n = 200,000);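 active means plate Z-score above 3 for both tubulin-high and condensed-nucleus cell shares, with cell loss under 80%, at 10 µM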;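 further: anti alpha tubulin signal scored within the nucleus-defined area of each cell; some results filed as inactive read as strong as hits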
bCat nuc transl: alters nuclear translocation of beta-catenin in HeLa cells; immunofluorescence imaging; nuclear translocation activity, % at 5 µM; actives 0.3% (n = 190,000);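 active means nuclear translocation activity above 50% at 5 µM, with a well cell count of 50 or more; inconclusive means wells under 50 cells across six images, flagged as toxic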;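 further: per-cell ratio of nuclear to cytoplasmic median beta-catenin stain intensity; plate controls were DMSO negative control for no effect and GSK-3 inhibitor IX positive control for full effect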
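Read-out: Nuclear/cytoplasmic beta-catenin signal ratio, % activation | Assay system: Human HeLa cell line | Times: 24 h compound exposure at 37°C, 5% CO2 | Signal: Fluorescence imaging of beta-catenin antibody stain plus DAPI | Dosing: 5 µM primary, 0.02–20 µM confirmation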
Dynein cargo inh: dynein cargo transport inhibition; 3617.4 mouse cells, GR-EGFP nuclear translocation imaging; test concentration mostly 20 µM; stimulated with dexamethasone, 1 µM; stronger effect = lower value; z-score, hits read low; actives 0.47% (n = 220,000); AID 1381;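 active means plate z-score of nuclear minus cytoplasmic receptor signal below a set negative limit, without overly bright fluorescence or cell loss, cut at about -3.5 in these data, passing the limit was not always enough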;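 further: z-score of nuclear minus cytoplasmic ring GR-EGFP intensity difference per well; some compounds called inactive have numbers as strong as hits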
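medium = tetracycline-free induction medium containing charcoal-stripped FBS | probe or stimulus = dexamethasone, 1.0 µM final | timing = 48 h induction, then 1 h compound, then 30 min agonist, 37 °C | detection = automated 10x imaging of fixed Hoechst-stained cells | read-out basis = nuclear versus cytoplasmic GR-EGFP signal, averaged per well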
Autophagy HCS: alters autophagy in cells | calls only at 10 µM (by protocol) | actives 0.98% (n = 190,000) | AID 463193 | MEF GFP-LC3 puncta imaging; test concentration mostly 10 µM;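 active means percentage of spot-positive cells more than 3 SD above its plate mean, without a fluorescence outlier flag or 80% toxicity; inconclusive means no clear call, values can overlap the other calls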;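 further: spot-positive cell cutoff set from DMSO-treated cells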
Lipid droplet: modulators of hepatic lipid droplet formation | AML12 mouse hepatocytes, oleate lipid droplets, BODIPY imaging | inhibition, % at 6.5 µM | actives 0.4% (n = 240,000) | AID 1656;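 active means lipid droplet intensity inhibited by at least 50%, with more than 500 cells counted; inconclusive means wells with under 300 cells, treated as cytotoxic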
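Test system: AML12 mouse liver cells; schedule: overnight exposure; technique: high-content imaging of BODIPY-stained droplets and DAPI nuclei; read-out: % inhibition of corrected integrated BODIPY droplet signal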
Yfh1-off respiration: enhancers of respiration in Yfh1-depleted yeast, dose response, Friedreich's ataxia, plus single-dose screen (AID 1465). fold induction at 50 µM; hits with a dose series show EC50 in µM. actives 0.074% (n = 220,000). S. cerevisiae Yfh1-off respiration, WST-1 reduction, 72 h; higher fold induction means a stronger effect;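 active means fold induction of absorbance versus untreated yeast above a set limit, then at least 30% activation at any dose in follow-up; inconclusive means repeats straddling the limit, or above it without dose testing; inactive means fold induction below the set limit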;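 further: activators that raise dye reduction in frataxin-depleted yeast; strong numbers were not always called active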
WT yeast gro inh: growth inhibition of WT yeast, mitochondrial fusion screen. AID 1362. inhibition, % at 10 µM. mitochondrial fusion phenotypic screen, WT strain. actives 2.1% (n = 190,000); in the data active means inhibition above about 58%; tested in S. cerevisiae
NOD2 inhibition: inhibition of NOD2-driven NF-kB reporter – cell-based, luminescence, uHTS, HEK293 (AID 1566) | inhibition, % at 4 µM; hits with a dose series show EC50 in µM | HEK293 NOD2/NF-kB luciferase reporter, luminescence; higher % means a stronger effect | actives 0.63% (n = 290,000); in the data active means inhibition above about 50%; further: many of its hits are not listed in these tables
Insulin prom up: MIN6 insulin promoter up-regulation | MIN6 insulin promoter-GFP reporter, high-content imaging; stronger effect = higher value | z-score at 5 µM | actives 0.3% (n = 190,000);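 active means z-score above 3 at 5 µM with at least 500 cells counted in the well; inconclusive means wells under 500 cells, flagged as cytotoxic or low count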
WT yeast gro inh mutant strain: further read-out of WT yeast gro inh, marked with its call; inhibition, %; mitochondrial fusion phenotypic screen, mutant strain inhibition
Dynein cargo inh cytoplasmic EGFP: further read-out of Dynein cargo inh, marked with its call; z-score; measured here: cytoplasmic GR-EGFP intensity; stronger effect = higher value
Dynein cargo inh nuclear GR-EGFP: further read-out of Dynein cargo inh, marked with its call; z-score; measured here: nuclear GR-EGFP intensity;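 lower value marks the stronger effect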
Dynein cargo inh cell count: recorded beside Dynein cargo inh, whose call it bears; z-score; measured here: cell count per field
Insulin prom up cell count: also measured in Insulin prom up; calls as there; cell count; measured here: cytotoxicity, nuclei count;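 total cells summed across four imaged fields per well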
Lipid droplet cells 6.5 µM: further read-out of Lipid droplet, marked with its call; cell count; measured here: cell count, cytotoxicity flag;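 cells counted across two imaged fields per well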
bCat nuc transl cell count 5 µM: recorded beside bCat nuc transl, whose call it bears; cell count; measured here: cell count, cytotoxicity flag
MT stabilizer Hoechst-high %: second read-out of MT stabilizer, no call of its own (marks repeat the call); % Hoechst-high responders; measured here: nuclear condensation Hoechst responders;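 share of cells brighter than vehicle mean plus two SD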
MT stabilizer cytotoxicity %: recorded beside MT stabilizer, whose call it bears; toxicity, %; measured here: cytotoxicity by cell density;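 0% = mean cell density of plate MIN control wells and 100% = no cells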
Autophagy HCS cell loss 18 h: further read-out of Autophagy HCS, marked with its call; toxicity, %; measured here: cell loss, nuclei count;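 cell loss after 18 h compound exposure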
Starred values were filed as active, the others as inactive; i = inactive; ? = inconclusive; · = not tested or not shown. This is a subset, so the mix of outcomes need not match the whole.

Start of the data: the first 4 entries as a preview:
SMILES	MT stabilizer	MT stabilizer Hoechst-high %	MT stabilizer cytotoxicity %	bCat nuc transl	bCat nuc transl cell count 5 µM	Dynein cargo inh	Dynein cargo inh cytoplasmic EGFP	Dynein cargo inh nuclear GR-EGFP	Dynein cargo inh cell count	Autophagy HCS	Autophagy HCS cell loss 18 h	Lipid droplet	Lipid droplet cells 6.5 µM	Yfh1-off respiration	WT yeast gro inh	WT yeast gro inh mutant strain	NOD2 inhibition	Insulin prom up	Insulin prom up cell count
COc1cc2c(cc1OC)-c1c3c(cc4c1[C@@H](C2)N(C)CC4)OCO3	4.4	2.3	5.7	·	·	0.51	-0.29	0.55	0.34	i	11	-6	710	i	-2	-13	14%	-1.9	1274
Cc1cccc(CN2CCCC(C(=O)c3ccc(C(F)(F)F)cc3)C2)n1 (stereo not given)	2.2	1.6	4.8	0.8	1556	2.3	-0.053	0.96	-1.4	i	-4	-13	673	i	17	9	-2%	·	·
O=C(COc1ccccc1)N1CCN(CC2CC3C=CC2C3)CC1 (stereo not given)	4.5	1.3	7.2	-2.0	1173	-0.2	-0.28	-0.77	0.94	i	-7	21	744	i	4	-9	8%	-0.3	994
CCOC(=O)c1[nH]ncc1CN1CCCC(C(=O)c2cccc(Cl)c2)C1 (stereo not given)	·	·	·	1.5	1320	-0.17	-0.21	-0.11	0.48	·	·	6	752	i	·	·	10%	0.41	1211

Main list, from the start:
SMILES	MT stabilizer	MT stabilizer Hoechst-high %	MT stabilizer cytotoxicity %	bCat nuc transl	bCat nuc transl cell count 5 µM	Dynein cargo inh	Dynein cargo inh cytoplasmic EGFP	Dynein cargo inh nuclear GR-EGFP	Dynein cargo inh cell count	Autophagy HCS	Autophagy HCS cell loss 18 h	Lipid droplet	Lipid droplet cells 6.5 µM	Yfh1-off respiration	WT yeast gro inh	WT yeast gro inh mutant strain	NOD2 inhibition	Insulin prom up	Insulin prom up cell count
COc1cc2c(cc1OC)-c1c3c(cc4c1[C@@H](C2)N(C)CC4)OCO3	4.4	2.3	5.7	·	·	0.51	-0.29	0.55	0.34	i	11	-6	710	i	-2	-13	14%	-1.9	1274
Cc1cccc(CN2CCCC(C(=O)c3ccc(C(F)(F)F)cc3)C2)n1 (stereo not given)	2.2	1.6	4.8	0.8	1556	2.3	-0.053	0.96	-1.4	i	-4	-13	673	i	17	9	-2%	·	·
O=C(COc1ccccc1)N1CCN(CC2CC3C=CC2C3)CC1 (stereo not given)	4.5	1.3	7.2	-2.0	1173	-0.2	-0.28	-0.77	0.94	i	-7	21	744	i	4	-9	8%	-0.3	994
CCOC(=O)c1[nH]ncc1CN1CCCC(C(=O)c2cccc(Cl)c2)C1 (stereo not given)	·	·	·	1.5	1320	-0.17	-0.21	-0.11	0.48	·	·	6	752	i	·	·	10%	0.41	1211
O=C(N/N=C/c1c(O)n(C2CC2)c(=S)[nH]c1=O)c1ccccc1O	5.1	2.1	2.4	-2.7	1121	-0.7	-0.19	-0.48	0.16	i	15	17	683	i	-11	-1	-6%	-0.49	1459
COc1ccc(NC(=S)NC(NC(=O)CF)C(Cl)(Cl)Cl)c([N+](=O)[O-])c1 (stereo not given)	3.9	2.6	10	-0.9	969	1.9	-0.053	1.2	-2.3	i	1	-8	618	i	-10	-14	13%	-0.27	1208
O=c1[nH]c(=O)n(Cc2ccco2)c(O)c1/C=N/N1CCCCCC1	1.4	3.9	9.7	0.5	513	-0.23	-0.24	-0.34	0.84	i	-3	1	639	i	-24	-11	11%	0.1	1332
COc1ccc(/C=C/C(=O)c2c(O)n(CCC3=CCCCC3)c(=O)[nH]c2=O)cc1	5.0	5.4	1.0	4.7	1026	1.1	-0.12	0.31	-0.18	i	-2	-2	696	i	-13	2	-27%	-0.63	1164
COC(=O)C(O)(c1ccc(NC(=O)c2ccccc2)cc1)C(F)(F)F (stereo not given)	·	·	·	0.7	1415	-0.27	-0.24	-0.17	0.98	·	·	-5	696	i	·	·	-8%	0.09	935
Cc1c(C(=O)c2ccccc2)c2ccccc2n1C	·	·	·	-1.4	1369	0.0033	-0.78	0.19	-0.2	·	·	-1	411	i	·	·	17%	-0.63	1000
COc1ccc(CCn2c(O)c(/C=N/NC(=O)c3ccncc3)c(=O)[nH]c2=O)cc1OC	6.6	4.8	0.1	4.1	1098	-0.48	-0.26	-0.052	0.79	i	36	-3	472	i	3	17	0%	0.37	1374
CC(=O)OC1(c2ccccc2)CCN(C)CC1(C)C (stereo not given)	7.4	1.5	3.6	-2.1	1051	1.7	-0.16	1.2	-1.4	i	-7	-5	701	i	4	10	11%	0.03	1351
O=C1CCN(C(=O)CNC(=O)Cc2ccccc2)CC1	4.1	1.4	9.5	-2.9	1176	-0.37	0.67	-0.067	0.16	i	-3	4	694	i	-10	0	11%	-0.16	1207
[O-][n+]1onc2c1CCC1N(O)CCC21O (stereo not given)	4.0	1.7	4.1	-0.8	1074	-0.66	-0.26	-0.51	-0.089	i	-14	-1	780	i	-15	3	8%	-0.44	1288
CN1CCN(C(=O)COc2ccc(S(=O)(=O)NCc3ccccc3)cc2Cl)CC1	2.1	1.4	2.8	-2.4	1251	-0.52	0.14	-0.1	0.39	i	-4	-5	706	i	14	23	14%	0.01	821
CN1C(=O)CN=C(c2ccc(Cl)cc2)c2cc(Cl)ccc21	3.0	3.0	7.5	-6.1	640	0.33	-0.23	0.37	0.66	i	12	-12	712	i	-1	-33	6%	·	·
CCC1CN(C)CCC1(OC(C)=O)c1ccccc1 (stereo not given)	3.9	2.4	4.9	·	·	0.083	-0.17	-0.06	-0.57	i	-6	2	749	i	-12	-6	-27%	·	·
C=COCCn1c(C)c(C(=O)OCC)c2cc(O)ccc21	5.5	4.6	8.9	-1.7	993	-0.17	-0.35	-0.066	0.5	i	4	·	·	i	5	2	8%	0.23	1264
Cc1ccc(CS(=O)(=O)CCC(=O)N2CCC3(CC2)OCCO3)cc1	2.2	2.3	3.9	-0.3	1092	0.66	-0.16	0.38	0.2	i	-7	-7	656	i	25	1	10%	0.24	1678
O=[N+]([O-])c1cc(-n2cnnn2)c(O)c([N+](=O)[O-])c1	·	·	·	0.3	1292	-0.98	-0.25	-0.52	0.79	·	·	-10	718	i	·	·	12%	-0.04	1128
O=C(CCl)NCC1CCCO1 (stereo not given)	3.4	1.8	3.6	1.0	1059	0.11	0.21	0.084	-0.46	i	8	12	669	i	-5	14	-11%	-0.5	1205
CCn1nc(-c2cccs2)nc2c(=O)n(C)c(=O)nc1-2	·	·	·	?	·	·	·	·	·	·	·	·	·	·	96	96	72%*	?	·
CCc1cc2c(N3CCN(C)CC3)ncnc2s1	2.2	1.3	2.6	-1.3	1155	0.23	-0.24	0.014	1	i	23	-1	743	i	-10	18	4%	-0.46	902
O=C1NC(=O)N(c2ccc3c(c2)OCO3)C(=O)/C1=C/c1ccc(N2CCCC2)o1	2.3	2.2	9.4	-1.2	935	-0.46	-0.28	0.65	0.41	i	28	0	530	>100µM*	-6	-9	16%	·	·
CCCCn1c(=O)c(C(=O)Nc2nnc(C(C)C)s2)c(O)c2ccccc21	2.3	1.5	3.8	0.7	1609	1.9	-0.12	1	-1.8	i	-6	-10	596	i	69*	33*	-8%	0.75	1222

Going on with the list:
SMILES	MT stabilizer	MT stabilizer Hoechst-high %	MT stabilizer cytotoxicity %	bCat nuc transl	bCat nuc transl cell count 5 µM	Dynein cargo inh	Dynein cargo inh cytoplasmic EGFP	Dynein cargo inh nuclear GR-EGFP	Dynein cargo inh cell count	Autophagy HCS	Autophagy HCS cell loss 18 h	Lipid droplet	Lipid droplet cells 6.5 µM	Yfh1-off respiration	WT yeast gro inh	WT yeast gro inh mutant strain	NOD2 inhibition	Insulin prom up	Insulin prom up cell count
O=C(COc1ccccc1)N1CCN(C2CCCC2)CC1	3.2	2.4	7.1	-1.4	865	1.4	-0.32	0.56	-0.44	i	3	·	·	i	-10	14	-8%	0.76	1015
O=C1NC(=S)NC(=O)C12C(c1ccccc1)NC(=S)NC2c1ccccc1 (stereo not given)	6.2	1.8	9.1	-4.3	580	-0.8	-0.19	0.11	0.36	i	10	20	777	i	-10	-12	4%	0.19	1275
CC(CCc1ccccc1)NC(C)C(O)c1ccc(O)cc1 (stereo not given)	4.0	3.4	6.7	·	·	-0.039	-0.27	0.45	0.61	i	8	-7	685	i	-5	1	11%	·	·
CCn1c(O)c(C=NCCN2CCOCC2)c(=O)[nH]c1=S	·	·	·	1.1	1240	-1.1	-0.26	-0.63	0.9	·	·	-33	568	i	·	·	9%	-0.52	1072
O=C1NC(=O)C(=CN2CCc3ccccc32)C(=O)N1	1.9	3.3	7.5	-1.8	923	-0.19	0.0075	-0.44	0.45	i	2	-9	674	i	0	-29	7%	0.68	1305
Cc1cc(/C=C2\C(=O)NC(=O)N(c3ccc(Cl)cc3)C2=O)c(C)n1C	3.0	2.2	7.4	1.9	1437	0.94	0.22	-0.19	1	i	8	-30	591	i	-4	-17	0%	-0.07	1381
CN(C)CCN=Cc1c(O)n(Cc2ccco2)c(=O)[nH]c1=O	2.9	1.5	2.4	-0.4	1291	3.8	-0.1	2.4	-1.8	i	-1	·	·	i	11	-1	-47%	1.3	1561
CC(NC1CCCCC1)C(O)C12CC3CC(CC(C3)C1)C2 (stereo not given)	0.6	1.4	17	-1.4	1056	-0.36	-0.31	-0.19	0.46	i	0	-2	725	i	7	6	-20%	-0.13	941
